LMPTP inh: LMPTP (human) inhibition; hit rate 0.22% among 360,000; P24666; inhibition, % at 20 µM; recombinant LMPTP-A, OMFP fluorogenic substrate, fluorescence intensity;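 active means compounds that cut the enzyme signal by at least half of the control window in the single-dose screen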;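 further: plate controls were DMSO wells with enzyme plus substrate for no effect and substrate without enzyme for full effect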
Target sequence (P24666 whole entry, looked up): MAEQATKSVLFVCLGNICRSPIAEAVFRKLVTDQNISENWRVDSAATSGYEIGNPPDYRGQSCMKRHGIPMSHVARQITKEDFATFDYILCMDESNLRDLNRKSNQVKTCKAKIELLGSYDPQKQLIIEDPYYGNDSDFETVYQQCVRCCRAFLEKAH
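test system = LMPTP-A | amount = 0.625 nM LMPTP-A final | reagent = fluorogenic phosphatase substrate OMFP at 400 µM final | incubation = 50 min at room temperature | benchmarks = no-enzyme low control, uninhibited high control | medium = Bis-Tris pH 6.0, DTT, detergent | signal = fluorescence intensity of OMFP turnover product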
eLon inh: inhibitors of E. coli Lon protease | P0A9M0 | purified E. coli Lon protease, fluorescence polarization | inhibition, % at 7.94 µM | hit rate 0.42% among 360,000 | AID 602123; in the data active means inhibition above about 13%, passing the limit was not always enough;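 further: 0% = enzyme with probe and DMSO and 100% = no enzyme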
STEP inh: inhibitors of human striatal-enriched phosphatase STEP; recombinant STEP, OMFP fluorogenic substrate, fluorescence; inhibition, % at 20 µM; P54829; AID 588621; hit rate 0.25% among 360,000;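 active means inhibition at 20 µM, scaled per plate between control wells, above about 37%, limit read from the data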;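 further: 0% = DMSO with enzyme and substrate and 100% = substrate only without enzyme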
Target sequence (P54829 whole entry, looked up): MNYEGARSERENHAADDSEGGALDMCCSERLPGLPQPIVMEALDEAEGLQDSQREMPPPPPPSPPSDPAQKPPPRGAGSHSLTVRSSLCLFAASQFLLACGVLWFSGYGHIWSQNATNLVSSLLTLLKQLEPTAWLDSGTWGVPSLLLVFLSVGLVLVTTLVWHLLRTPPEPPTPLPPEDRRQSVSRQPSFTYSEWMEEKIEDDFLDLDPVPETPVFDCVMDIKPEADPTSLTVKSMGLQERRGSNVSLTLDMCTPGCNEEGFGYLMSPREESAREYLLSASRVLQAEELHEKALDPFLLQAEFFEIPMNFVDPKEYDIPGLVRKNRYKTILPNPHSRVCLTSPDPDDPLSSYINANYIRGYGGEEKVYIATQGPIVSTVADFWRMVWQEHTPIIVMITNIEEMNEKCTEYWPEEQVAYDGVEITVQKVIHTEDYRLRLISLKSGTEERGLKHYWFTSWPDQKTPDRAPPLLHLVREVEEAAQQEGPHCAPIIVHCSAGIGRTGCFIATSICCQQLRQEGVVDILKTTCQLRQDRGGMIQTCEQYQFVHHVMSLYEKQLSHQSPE
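Also added – OMFP at 25 µM · Test system – STEP tyrosine phosphatase · Technique – FITC-channel fluorescence of OMFP product · Schedule – 20 min at room temperature, dark · Evaluation – control-normalized % inhibition with plate pattern correction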
DNMT1 block: inhibitors of human DNMT1 | P26358 | DNMT1 molecular beacon, Hinp1I cleavage, fluorescence | inhibition (reported as % activation of signal), % at 10 µM | hit rate 0.83% among 360,000 | AID 588458; in the data active means inhibition above about 50%
NRP1-CendR mod: alters CendR peptide binding to human NRP-1 | O14786 | FAM-RPARPAR peptide binding to NRP-1, fluorescence polarization | inhibition, % at 25 µM | hit rate 0.85% among 360,000;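 active means inhibition or corrected inhibition above about 18%, plus a signal ratio from 0.5 to 1.5, limit read from the data, passing the limit was not always enough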; further: strong numbers were not always called active
MsrA inhibitor: inhibitors of bovine MsrA; purified bovine MsrA, absorbance read-out; inhibition, % at 15.5 µM; hit rate 0.75% among 360,000; AID 651718; in the data active means inhibition above about 4.5%;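 further: 0% = vehicle wells with enzyme and 100% = reference inhibitor wells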
Tb MetRS inh: Trypanosoma brucei MetRS inhibition. inhibition, % at 11.9 µM. purified T. brucei MetRS, ATP depletion, Kinase-Glo luminescence. hit rate 0.4% among 360,000;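 active means inhibition above a per-plate cutoff of the control wells' mean inhibition plus 3 SD, cut at about 5.5% in these data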;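 further: 0% = DMSO wells median and 100% = median of wells with control inhibitor compound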
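assay system = parasite MetRS enzyme | timing = 15 min preincubation, 2 h reaction, all 25 °C | evaluation = percent inhibition relative to median high and low control wells | medium = HEPES buffer containing pyrophosphatase, BSA, spermine, DTT | compound = single dose, 11.9 µM final nominal, 0.9% final DMSO | detection = Kinase-Glo luminescence, ATP depletion format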
Scp-1 inhibitor: blocks human Scp-1 phosphatase activity; inhibition, % at 20 µM; Q9GZU7; Recombinant Scp1, phosphopeptide, malachite green phosphate absorbance; hit rate 0.88% among 340,000; AID 493091;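 active means inhibition above about 50% at 20 µM, limit read from the data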;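 further: plate controls were DMSO wells with enzyme for no effect and wells lacking enzyme for full effect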
Target sequence (Q9GZU7 76-261 limits assumed): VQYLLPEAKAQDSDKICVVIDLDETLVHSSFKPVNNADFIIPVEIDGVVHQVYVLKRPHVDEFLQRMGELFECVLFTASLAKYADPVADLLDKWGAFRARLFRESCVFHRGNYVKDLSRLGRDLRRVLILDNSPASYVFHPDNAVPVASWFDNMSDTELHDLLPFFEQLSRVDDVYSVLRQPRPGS
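Material: truncated SCP-1 phosphatase (76-261aa) / Buffer or medium: 50 mM Tris acetate pH 5.5, 0.005% Tween-20, 10 mM MgCl2 / Compound dosing: one concentration, 20 µM, with 1.0% DMSO / Incubation: 45 min room-temperature reaction, 5 min colour, 30 min stabiliser / Detection: colorimetric free-phosphate detection, absorbance 630 nm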
MsrA act: activators of bovine methionine sulfoxide reductase A. purified bovine MsrA, absorbance read-out. activation, % at 10.6 µM. hit rate 0.3% among 360,000. AID 602163; in the data active means activation above about 7.5%;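 further: 0% = vehicle and 100% = reference activator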
SUMO1-SIM PPI: alters human SUMO1 binding to SIM partners | SUMO1 binding to a labelled peptide, TR-FRET, 1 h | P63165 | hit rate 0.33% among 360,000 | inhibition, % at 20 µM | AID 602429; in the data active means inhibition above about 37%
Target sequence (P63165 whole entry, looked up): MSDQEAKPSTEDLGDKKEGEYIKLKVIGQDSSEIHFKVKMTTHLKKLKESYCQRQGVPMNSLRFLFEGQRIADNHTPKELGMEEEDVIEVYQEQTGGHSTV
Numbers without * were called inactive; . = not tested or not shown.

SMILES	LMPTP inh	eLon inh	STEP inh	DNMT1 block	NRP1-CendR mod	MsrA inhibitor	Tb MetRS inh	Scp-1 inhibitor	MsrA act	SUMO1-SIM PPI
COc1ccc(/C(N)=N/OC(=O)CCC2CCCC2)cc1OC	4.4	2	1	3	11	0.4	-0.4	-8	-4	6
COc1cccc(CN(C)C(=O)c2ccc(NC(=O)CC3SC(N4CCCCC4)=NC3=O)cc2)c1OC (stereo not drawn)	-0.7	-2	-3	2	1	-0.6	-0.2	-2	1	1
Cc1cc(C)n(CC(O)COc2ccc(C(C)C)c(C)c2)n1 (stereo not drawn)	0.5	-1	2	7	-1	0.2	-0.4	-8	3	0
CCOC(=O)c1c(CC(C)C)csc1NC=O	-0.8	-4	3	-2	30*	0.2	-0.5	-3	0	2
COc1ccccc1C(C)NCC(=O)Nc1c(F)cccc1F (stereo not drawn)	-1.1	5	-3	-1	2	-0.1	0.3	0	-3	4
Cc1nnc2ccc(N3CCCCC3)nn12	-2.8	7	-1	1	15	-1.0	-1.0	-9	-1	-1
CC(=O)NC(=S)Nc1cc(C(=O)O)ccc1Cl	-1.3	0	-4	0	3	-1.0	-0.6	-7	-6	27
Cc1ccc(S(=O)(=O)N2CCOCC2)cc1NC(=O)CN1CCN(c2ccc(O)cc2)CC1	-0.1	4	1	-2	12	-1.4	0.1	-7	-5	5
O=Cc1ccccc1-n1cncn1	-2.7	3	-3	0	-1	1.3	0.5	0	-3	18
COc1ccc(NC(=O)CN(C)C(=O)/C=C/c2cn(-c3ccccc3)nc2-c2ccc(F)cc2)cc1	5.1	2	-1	-3	0	2.6	-0.3	-6	1	-6
COC(=O)[C@@]12C[C@@H](CC(=O)NCC3CCCCC3)C(=O)N(Cc3cccc4ccccc34)C1=CCC(C)(C)C2	5.5	.	.	.	10	-0.6	0.1	.	.	3
Cc1ccc2sc(N(CCN(C)C)C(=O)c3ccc(S(=O)(=O)N4CC(C)OC(C)C4)cc3)nc2c1C (stereo not drawn)	-0.3	-9	-1	1	1	0.5	-0.2	-6	0	5
Cc1ccc(-c2c(C)n([O-])c3c([n+]2=O)CCCCC3)o1	0.6	10	1	1	10	1.1	-0.7	-6	-1	-12
CCC(C)NC(=O)C1CCN(S(=O)(=O)N2CCCC2)CC1 (stereo not drawn)	-0.4	0	-3	1	10	-1.1	-0.7	1	-3	-1
COc1ccc(C(=O)NCC(=O)OCC(=O)c2cc(OC)c(OC)c(OC)c2)cc1OC	-0.1	7	-5	0	11	0.9	0.0	-6	-4	-4
Cc1cccc(NC(=O)NNC(=O)CCc2ccccc2)c1	-0.5	-18	-1	-1	3	-0.5	-0.3	4	-4	5
Cc1csc(SC(C)C(=O)NCC(=O)Nc2ccc(F)c(F)c2F)n1 (stereo not drawn)	-0.9	0	-2	0	8	2.0	0.1	-1	-1	-3
Cc1ccc(OCC(O)CNC(C)c2ccccc2)cc1C (stereo not drawn)	-2.4	15	5	-1	-5	-0.2	-1.0	-2	-7	-3
CCN(c1ccccc1)S(=O)(=O)c1ccc(OCc2c(C)noc2C)cc1	2.2	-1	-3	-5	0	-1.0	-0.7	-6	-4	-1
COc1ccccc1/C=C/CN1CCCC(CO)(Cc2cccc(Cl)c2)C1 (stereo not drawn)	0.3	4	1	-3	0	-1.0	-0.1	-4	0	2
CC(=O)N1CCN(S(=O)(=O)c2cccc(C(=O)OCC(=O)NC(=O)c3cccn3C)c2)CC1	0.8	4	6	-10	-5	-0.6	1.0	5	-4	2
C=CCNc1cc(C(F)(F)F)nc(-c2ccccn2)n1	-0.8	-2	0	4	-10	0.9	0.2	-18	-2	2
O=C(COc1ccc(Br)cc1)NNC(=S)NC(=O)c1ccccc1[N+](=O)[O-]	-2.2	2	2	-2	-12	-0.8	-0.5	-8	-2	-7
CSCCC(NC(=O)c1cccc(S(=O)(=O)N2CCN(C(C)=O)CC2)c1)c1nc2ccccc2[nH]1 (stereo not drawn)	0.3	-7	-1	0	0	-0.2	-0.4	7	-7	0
COc1ccc(CCNC(=O)CCCCCN2C(=O)c3ccccc3C2=O)cc1	1.0	-10	-1	1	-2	-0.5	-1.0	-8	-11	-7
COc1ccc(C(=O)CSC2=C(C#N)C3(CCCCC3)C(C#N)=C(N)N2)cc1	0.7	4	-2	-1	-11	1.2	2.7	-4	-4	-5
C[C@@]12CC[C@@H](C3=C(CCC3)C1)N2c1ccccc1	0.6	.	.	.	0	0.0	-0.4	.	.	5
O=C1C=C(c2cc(F)ccc2F)C[C@@H](c2ccc(Cl)cc2)C1	2.0	-5	0	-2	10	0.6	-0.2	-8	-2	-8
COc1ccc(OC)c(S(=O)(=O)N(C)CC(=O)N2CCN(c3ccccc3F)CC2)c1	-1.4	-2	1	-3	-7	-0.4	-0.1	-16	-4	33
CCOC(=O)C(C(=O)OCC)N(C#N)c1nc(OC)nc(N(C)C)n1	-1.0	1	-2	2	8	0.4	-0.1	-15	0	5
Fc1cccc(Cc2noc(CN3CCC(c4ccncc4)CC3)n2)c1	-1.9	6	0	-1	-2	-0.8	-1.1	0	-4	-2
Cc1c(OCc2nn[nH]n2)ccc2c3c(c(=O)oc12)CCC(C)C3 (stereo not drawn)	0.9	-1	4	9	-25	1.1	0.3	0	-4	17
Cc1ccc(NC(=O)CN(C)C(=O)c2ccc(OCc3c(C)noc3C)cc2)cc1	-0.2	2	1	1	-2	-1.0	-0.4	-4	-6	-2
O=C1CCN(C(=O)c2ccccc2)c2ccccc21	-1.4	11	-2	0	-2	-1.2	0.1	.	-2	3
COC(=O)c1cn(CCOc2ccc(C)cc2)c2ccccc12	4.1	6	1	-38	0	0.3	0.1	-14	0	0
COc1ccc(-n2nc(C(=O)NCC(=O)N3CC(C)CC(C)C3)c3ccccc3c2=O)cc1 (stereo not drawn)	-0.5	4	3	-1	-12	0.1	0.0	-3	-1	-18
COc1ccc(C(=O)OCCN2C(=O)c3ccccc3C2=O)cc1OC	-1.0	5	1	-1	10	-0.9	-0.3	-2	-2	-14
O=C(NC1CCCC1)NS(=O)(=O)c1ccccc1Cl	-1.9	-6	-2	3	6	0.1	-0.7	-7	-4	4
Cc1cccc(N(C(=O)c2nsc(Cl)c2Cl)C(C(=O)NC2CCCC2)c2ccc(O)cc2)c1C (stereo not drawn)	2.7	-10	0	-13	6	0.6	0.0	-5	-1	1
COc1ccccc1OCC(=O)Nc1cccc(N(C)S(C)(=O)=O)c1	-1.6	-3	0	1	-1	-1.1	-0.4	-6	-6	1

Exported bar-delimited: entries from further up.
compound | LMPTP inh | eLon inh | STEP inh | DNMT1 block | NRP1-CendR mod | MsrA inhibitor | Tb MetRS inh | Scp-1 inhibitor | MsrA act | SUMO1-SIM PPI
Cc1cccc(N(C(=O)c2nsc(Cl)c2Cl)C(C(=O)NC2CCCC2)c2ccc(O)cc2)c1C (stereo not drawn) | 2.7 | -10 | 0 | -13 | 6 | 0.6 | 0.0 | -5 | -1 | 1
Fc1cccc(Cc2noc(CN3CCC(c4ccncc4)CC3)n2)c1 | -1.9 | 6 | 0 | -1 | -2 | -0.8 | -1.1 | 0 | -4 | -2
CSCCC(NC(=O)c1cccc(S(=O)(=O)N2CCN(C(C)=O)CC2)c1)c1nc2ccccc2[nH]1 (stereo not drawn) | 0.3 | -7 | -1 | 0 | 0 | -0.2 | -0.4 | 7 | -7 | 0
CC(=O)NC(=S)Nc1cc(C(=O)O)ccc1Cl | -1.3 | 0 | -4 | 0 | 3 | -1.0 | -0.6 | -7 | -6 | 27
COc1ccc(C(=O)OCCN2C(=O)c3ccccc3C2=O)cc1OC | -1.0 | 5 | 1 | -1 | 10 | -0.9 | -0.3 | -2 | -2 | -14

The list continues.
SMILES	LMPTP inh	eLon inh	STEP inh	DNMT1 block	NRP1-CendR mod	MsrA inhibitor	Tb MetRS inh	Scp-1 inhibitor	MsrA act	SUMO1-SIM PPI
COc1ccc(-c2cc([N+](=O)[O-])ccc2OCC(=O)N(C)CC(=O)Nc2ccc(C)cc2)cc1	4.6	-1	-3	-9	-5	1.1	1.4	-9	-2	-21
Cn1cnc([N+](=O)[O-])c1Oc1cccc(O)c1	2.0	0	0	3	7	0.4	0.1	-1	-4	-10
CCN1CCN(C(=O)C2(NC(=O)Nc3ccccc3Cl)CCCCC2)CC1	-0.8	-3	4	1	-7	-0.4	1.1	7	1	1
COc1ccc(NC(=O)CN(C)C(=O)CSc2ccc3c(c2)OCCO3)cc1	0.0	0	0	-1	4	1.5	0.3	-5	4	-5
CCn1c(CNC(=O)Cc2ccc(OC)cc2)nnc1SCC(=O)Nc1nccs1	-0.5	0	-3	3	-2	-1.0	-1.4	2	-14	1
Cc1cc(NC(=O)CCC(=O)N(Cc2ccco2)C(C(=O)NC2CCCC2)c2ccc(F)cc2)no1 (stereo not drawn)	-0.5	4	2	2	10	0.0	0.5	-9	-1	-1
COC(=O)/C=C1\OCc2cc(OCc3ccccc3)ccc21	1.3	.	.	.	11	2.5	-0.1	.	.	7
CCOc1ccc(-c2nnc(SCC(=O)NC(C)(C)C)nc2-c2ccc(OCC)c(OC)c2)cc1OC	-0.9	3	0	-2	-5	2.3	-1.1	-5	-4	-29
O=C(COc1ccc(C(=O)O)cc1)Nc1cccc(C(F)(F)F)c1	-2.1	0	-3	-1	-12	-1.1	-0.1	-1	-3	1
COc1cc(C(=O)OC(C)CN2CCCCC2)cc(OC)c1OC (stereo not drawn)	-0.9	-2	-2	-1	8	0.4	-0.6	0	-2	-1
CCCn1c(SCC(=O)Nc2cccc(C(=O)OCC)c2)nnc1-c1ccoc1C	0.7	-4	2	-3	11	0.3	-0.2	-3	-1	1
O=C1OC2(O)C3C4C=CC(C4)C3C(=O)N2c2ccccc21 (stereo not drawn)	-1.9	4	0	5	7	0.4	-0.8	6	-3	1
O=C(NCCSc1ccc(Br)cc1)c1ccccc1	0.3	-13	-1	-1	7	-1.0	0.1	-11	-1	-4
CCN(Cc1nc2cc(Cl)ccc2c(=O)[nH]1)C(=O)C1CC(=O)N(c2cccc3ccccc23)C1 (stereo not drawn)	0.1	-15	4	-9	-1	0.3	-0.3	-12	-1	-3
COc1ccc(C(=O)CSc2ccccc2C(=O)O)cc1	-0.3	-4	3	-1	9	1.7	-0.2	-3	-5	0
CC1CCc2ccc(F)cc2N1S(=O)(=O)c1cccs1 (stereo not drawn)	1.3	-19	1	1	-19	0.2	-0.9	-1	-5	-2
Cc1cc(C)n(CCNc2nc3nonc3nc2N2CCCCC2)n1	-2.0	-2	-1	-2	-14	2.5	-0.6	-8	-5	0
Cc1c(-c2ccccc2)n(O)c(-c2ccc(N(C)C)cc2)[n+]1[O-]	-1.3	-10	4	-1	2	0.9	-0.1	.	-2	6
NNC(=O)C1CC(O)CN1S(=O)(=O)c1ccc2ccccc2c1 (stereo not drawn)	-0.9	-22	0	-2	1	0.6	-0.2	-9	-1	5
COc1cccc(NC(=O)CCNS(=O)(=O)c2cccc3nonc23)c1	-0.1	-10	-2	2	13	1.5	0.0	-4	3	-27

Source: PubChem BioAssay (several laboratories)
